Tb PFK block – blocks T. brucei phosphofructokinase | Potency, µM (titrated, usually from 57.5 µM), for the others: at the highest dose activity, negative = inhibition, hits mostly inhibitors | T. brucei PFK, ADP-Glo luminescence | O15648 | AID 485367 | actives 0.17% (n = 330,000);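 note: potency is the fitted concentration of half-maximal effect; 0% = uninhibited 1x PFK enzyme wells and -100% = no-enzyme wells; nearly all actives have a fitted effect of over 60% in size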
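Compounds were pin-transferred as a titration series up to 57 uM into substrate buffer (0.5 mM F6P, 0.1 mM ATP, pH 8.0), then 1.25 nM PFK was added and reactions ran 45 min before ADP-Glo detection.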
FBPA coupling cs – coupling enzyme interference in Giardia aldolase counter-screen | coupling enzyme system counterscreen, AmpLite Red fluorescence | activity change, negative = inhibition, % at 58.2 µM, hits read low | actives 0.67% (n = 290,000); in the data active = activity change below about -30%; note: % is set by controls: 0 for no effect and ±100 for the full control effect
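Counterscreen lacking aldolase: glyceraldehyde-3-phosphate coupling-enzyme reagent preincubated 10 min at RT with compound (at 57.5 uM final), then substrate/coupling system with AmpLite Red added; fluorescence read at 525/598 nm after 20 min RT.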
PTAP TSG101 blk – blocks PTAP/TSG101 interaction to inhibit HIV-1 budding; Fluorescence polarization, FITC-PTAP peptide / Tsg101 binding; Q99816; 340,000 tested, under 10 active; Potency, µM (highest dose often 115 µM), without a hit: at the top dose activity change, negative = inhibition, actives largely listed as inhibitors; active = well fitted inhibition curve with a large enough effect in the main read-out, with a control signal flat, not every such curve was filed as active; inconclusive = small, poorly fitted or top-dose-only effect, or effect the other way, or a change in a side signal; inactive = no such curve, though single readings can be large or run the other way; note: potency is the fitted concentration of half-maximal effect; % of control where 0% means no effect
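Fluorescence polarization binding of Tsg101 binding domain (10 uM final) to FITC-labeled PTAP peptide (50 nM final) in HEPES pH 7.5 buffer with NaCl, Tween 20, EDTA, TCEP. Compounds added before peptide; binding 20 min at RT.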
Menin MLL FP TR – menin-MLL binding inhibition, Texas Red mutant peptide. Potency, µM (top dose mostly 61.6 µM), for the others: at the top dose FP activity change, negative = inhibition, most hits filed as inhibitors. actives 0.23% (n = 270,000). Menin + Texas Red MLL mutant peptide, fluorescence polarization. O00255; active = well fitted inhibition curve with a large enough effect in the polarisation, with a control signal flat, not every such curve was filed as active; inconclusive = small, poorly fitted or top-dose-only effect, or effect the other way, or a change in a side signal; inactive = no such curve, though single readings can be large or run the other way; the % refers to the polarisation; note: potency is the fitted concentration of half-maximal effect; % of control where 0% means no effect; many of its hits are not listed in these tables
B2AR arrestin – recruits beta-arrestin to the human beta2-adrenergic receptor; Potency, µM (titrated, usually from 46.1 µM), without a hit: at the top dose activation, most hits filed as activators; beta-arrestin recruitment to beta2AR, cell-based reporter; AID 492947; actives 0.02% (n = 330,000);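 note: potency is the fitted concentration of half-maximal effect; 0% = DMSO controls and full agonism = EC100 isoproterenol or metaproterenol; nearly all actives have a fitted effect of over 65% in size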
BCR signal inh – chronic active BCR signaling inhibition | ABC-DLBCL IkBa-CBG/CBR reporter, luminescence ratio, 4 h | Potency, µM (titrated, usually from 46.1 µM), for the others: top-dose ratio change, negative = lower green/red ratio, hits mostly inhibitors | actives 0.05% (n = 340,000) | AID 493014; active = well fitted inhibition curve with a large enough effect in the signal ratio, with a control signal flat, not every such curve was filed as active; inconclusive = small, poorly fitted or top-dose-only effect, or effect the other way, or a change in a side signal; the % refers to the signal ratio;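 note: potency is the fitted concentration of half-maximal effect; plate controls were basal doxycycline-induced cells for no effect and cells given 10 µM MG132 for full effect; MG132 reads +100%, hits lower the ratio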
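TMD8 human ABC-DLBCL cells with doxycycline-inducible IκBα–green luciferase fusion and unfused red luciferase, in 0.5% FBS medium; compounds up to 46 uM, 4 h at 37C. Green/red luminescence ratio, filter-overlap corrected, fitted to concentration-response curves.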
S-ASM inh – blocks human secretory acid sphingomyelinase; P17405; Potency, µM (highest dose often 57.5 µM), inactives show at the top dose activity change, negative = inhibition, usual class: inhibitors; actives 0.006% (n = 340,000); placental ASM, HMU-PC fluorogenic substrate, 60 min; note: potency is the fitted concentration of half-maximal effect
Target sequence (P17405 47-631 limits assumed): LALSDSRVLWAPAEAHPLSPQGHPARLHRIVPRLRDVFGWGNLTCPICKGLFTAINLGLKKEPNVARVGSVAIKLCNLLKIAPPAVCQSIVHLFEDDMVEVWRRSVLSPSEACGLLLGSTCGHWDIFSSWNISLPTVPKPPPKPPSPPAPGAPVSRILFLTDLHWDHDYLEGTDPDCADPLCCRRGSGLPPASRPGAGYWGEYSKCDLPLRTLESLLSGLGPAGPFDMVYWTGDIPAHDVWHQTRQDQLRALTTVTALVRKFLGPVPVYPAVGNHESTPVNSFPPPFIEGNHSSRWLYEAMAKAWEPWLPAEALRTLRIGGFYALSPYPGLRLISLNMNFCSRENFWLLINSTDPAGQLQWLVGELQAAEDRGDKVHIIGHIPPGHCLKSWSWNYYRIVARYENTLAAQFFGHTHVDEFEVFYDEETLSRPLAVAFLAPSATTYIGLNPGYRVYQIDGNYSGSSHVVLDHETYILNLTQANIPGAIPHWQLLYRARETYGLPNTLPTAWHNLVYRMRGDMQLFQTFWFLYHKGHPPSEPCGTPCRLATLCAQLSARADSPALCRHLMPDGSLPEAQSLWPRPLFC
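Human placenta-derived ASM preincubated with compound 10 min at room temperature, then reacted with 9 uM (final) fluorogenic HMU-PC substrate for 60 min at 37 C. Stop solution raises pH to 10; fluorescence read at Ex 386/Em 447 nm.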
Integrin act MD – activators of alpha7 integrin expression for muscular dystrophy; Potency, µM (doses to about 38.3 µM), for the others: at the top dose activation, most hits filed as activators; actives 0.064% (n = 350,000); AID 624291; alpha7betagal myoblasts, beta-gal FDG fluorescence, 48 h;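 note: potency is the fitted concentration of half-maximal effect; 100% = response of the positive control SU9516; nearly all actives have a fitted effect of over 60% in size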
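alpha7betagal+/- myoblasts (passage 13, 250/well) treated 48 h at 37C with compounds at 1:260 dilution of DMSO stock. Lysed, then beta-galactosidase activity read as FDG fluorescence (ex 480/em 540) after 30 min, with pre-read for autofluorescence.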
GALK inhibitor – blocks human galactokinase activity | P51570 | Purified GALK, Kinase-Glo residual ATP luminescence | Potency, µM (top dose mostly 57.5 µM), for the others: at the top dose activity change, negative = inhibition, hits mostly inhibitors | actives 0.007% (n = 270,000) | AID 1868; note: potency is the fitted concentration of half-maximal effect; % is set by controls: 0 for no effect and ±100 for the full control effect
Target sequence (P51570 whole entry, looked up): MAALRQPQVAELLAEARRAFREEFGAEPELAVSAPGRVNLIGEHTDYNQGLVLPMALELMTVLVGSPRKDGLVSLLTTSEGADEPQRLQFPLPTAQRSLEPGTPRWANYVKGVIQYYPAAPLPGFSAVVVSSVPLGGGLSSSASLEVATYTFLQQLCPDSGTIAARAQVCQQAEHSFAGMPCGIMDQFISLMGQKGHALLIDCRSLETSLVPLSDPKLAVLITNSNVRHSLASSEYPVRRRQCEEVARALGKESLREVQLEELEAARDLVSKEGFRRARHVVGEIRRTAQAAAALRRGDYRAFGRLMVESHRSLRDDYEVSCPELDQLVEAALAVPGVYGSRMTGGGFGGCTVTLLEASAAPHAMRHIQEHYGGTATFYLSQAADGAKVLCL
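The enzyme phosphorylates galactose (100 uM) using ATP (35 uM); inhibition is detected as higher residual ATP, quantified by bioluminescence after 1 h reaction at room temperature, pH 8.0.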
PKM2 activator – activators of human pyruvate kinase M2 | P14618 | purified PKM2, Kinase-Glo ATP luminescence, activation; response scale: 0% is enzyme alone, no compound | Potency, µM (titrated, usually from 57.5 µM), for inactives: top-dose activation, actives largely listed as activators | actives 0.34% (n = 260,000) | AID 1631; note: potency is the fitted concentration of half-maximal effect; % is set by controls: 0 for no effect and ±100 for the full control effect; nearly all actives have a fitted effect of over 55% in size
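Purified hPK-M2 (>95% pure) converted ADP (0.1 mM final) to ATP with 0.5 mM PEP in 50 mM imidazole pH7.2, KCl, MgCl2, Tween 20, BSA; 1 h at room temperature. ATP detected by Kinase-Glo luminescence.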
Giardia kill – kills Giardia lamblia; actives 0.15% (n = 340,000); activity change, % at 7.66 µM, hits read low; Giardia lamblia trophozoite viability; in the data active = activity change below about -80%; inconclusive = between about -30% and that limit;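 note: parasites exposed to compound for two days anaerobically before the ATP read; % is set by controls: 0 for no effect and ±100 for the full control effect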
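Media and compound were dispensed first, then trophozoites at 100 cells/well; plates sat 48 hrs at 37 deg C without oxygen before ATP luminescence reagent was added and read after 15-30 min at room temperature.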
* marks the source's active call; other numbers are inactive results; ? = inconclusive; . = not tested or not shown; & = joins results of further samples; [ ] = dose if it differs, or a comment. Unless noted, calls come from the whole dose curve; as a rule, active = well fitted curve in the direction sought with a large enough effect; inconclusive = small, poorly fitted or top-dose-only effect, or another doubt; inactive = no such curve, though single readings can be large; an effect the other way counts as inactive or inconclusive. Only part of the results is shown; count on the stated rates, not on these rows.

No.	SMILES	Tb PFK block	FBPA coupling cs	PTAP TSG101 blk	Menin MLL FP TR	B2AR arrestin	BCR signal inh
1	Cc1ccc(S(=O)(=O)N2[C@@H](c3ccccc3F)C(C(=O)O)=CC[C@H]2c2ccc(C(C)C)cc2)cc1	-17%	.	-4%	.	0.3%	0%
2	CCOC(=O)C1=CNS(=O)(=O)NC1c1ccc(Br)cc1F (stereo unspecified)	1%	.	1%	.	-0.4%	1%
3	C/C(=N\NC(=O)Cc1c[nH]c2ccccc12)c1ccc2ccccc2c1	-5%	-1	-2%	?	0.1%	-21%
4	CN(C)c1ccc(C(=O)Nc2cccc(S(=O)(=O)N3CCCC3)c2)cc1	-4%	.	-8%	.	0.4%	-3%
5	COCCN(Cc1ccccc1)C(=O)c1ccc2c(c1)NC(=O)CS2	-3%	.	0%	.	-0.7%	7%
6	Cc1c(C(=O)Nc2c(N)nc(SCC(=O)NCC3CCCO3)[nH]c2=O)cccc1[N+](=O)[O-] (stereo unspecified)	1%	.	1%	.	-1.7%	-4%
7	Cc1ccsc1CN(C)C(=O)c1cc(S(=O)(=O)N2CCOCC2)ccc1N1CCCC1	2%	.	-4%	.	6.8%	?
8	Cc1nn(C)cc1CN1CCC(n2nccc2NC(=O)CCCc2ccccc2)CC1	-10%	.	1%	.	-0.1%	?
9	CCNC(=S)N1CCn2cccc2C1c1ccc(F)cc1 (stereo unspecified)	-3%	2	-3%	?	0.1%	-15%
10	Cc1cccc(NC(=O)CCN2CC(C)OC(C)C2)c1 (stereo unspecified)	3%	-1	-6%	5%	-1.7%	0%
11	CC1=[N+](C)N(c2ccccc2)C(=O)C1N=Cc1ccccc1Cl (stereo unspecified)	4%	2	-1%	2%	-0.9%	-2%
12	FC(F)C(F)(F)c1cc(-c2ccc(Cl)cc2)n[nH]1	-5%	-11	-1%	.	-0.9%	-23%

No.	S-ASM inh	Integrin act MD	GALK inhibitor	PKM2 activator	Giardia kill
1	-12%	-18%	.	.	?
2	22%	1%	.	.	-20
3	-16%	0%	12%	12%	-12
4	-1%	18%	.	.	-9
5	8%	7%	.	.	?
6	-2%	?	-3%	.	10
7	7%	9%	.	.	-16
8	-1%	-25%	5%	-4%	-11
9	1%	2%	5%	2%	7
10	1%	-11%	2%	-4%	-3
11	8%	25%	1%	-4%	-4
12	-6%	-1%	4%	-9%	-13

More structures:
No.	SMILES	Tb PFK block	FBPA coupling cs	PTAP TSG101 blk	Menin MLL FP TR	B2AR arrestin	BCR signal inh
13	CC(C)CNC(CC(=O)O)c1ccccc1 (stereo unspecified)	-1%	-1	-6%	-9%	-0.2%	2%
14	Cc1cc(C)n(-c2ccc(C(=O)OCC(=O)Nc3ccc(Cl)c(S(=O)(=O)N(C)C)c3)cc2)n1	3%	3	-7%	10%	4.2%	-6%
15	CCc1nn2cc(-c3ccccc3)nc2s1	-24%	0	2%	-4%	-0.4%	.
16	Oc1ccc(-c2nc3ccccn3c2NCc2ccco2)cc1	-3%	0	0%	-12%	-0.2%	?
17	CN1CCc2cccc3c2C1Cc1ccc(O)c(O)c1-3 (stereo unspecified)	4.3µM*	-6&-10	1%	-19%&0%&10%	-0.9%	-20%
18	COc1ccc(NC(=O)CCS(=O)(=O)c2ccc(OC)cc2)cc1	4%	-8	-2%	?	-0.3%	9%
19	CC1CCCC(NC(=O)Cn2cc([N+](=O)[O-])ccc2=O)C1C (stereo unspecified)	-1%	.	-2%	.	0.2%	1%
20	Nc1nonc1-n1nnc(C(=O)N/N=C/c2ccc(Cl)cc2Cl)c1CN1CCCC1	-3%	-4	-2%	12%	-0.6%	?
21	CSCCC(=O)N1CCCC(N(C)CCc2ccccc2)C1 (stereo unspecified)	4%	4	-4%	-15%	-0.6%	-2%
22	CCCNS(=O)(=O)c1ccc(OC)c(Cl)c1Cl	-4%	-1	-12%	-12%	-0.6%	?
23	Cc1ccc(C(=O)N2CCN(c3ccccc3F)CC2)cc1NC1=NC2CS(=O)(=O)CC2S1 (stereo unspecified)	-1%	.	-3%	.	0.3%	-2%
24	Cc1ccc(-c2nc(CSc3nc4ccccc4c(=O)n3C)cs2)cc1	0%	2	0%	-13%	5.5%	0%

No.	S-ASM inh	Integrin act MD	GALK inhibitor	PKM2 activator	Giardia kill
13	-1%	14%	1%	3%	-16
14	-11%	1%[7.66 µM]	1%	1%	-12
15	7%	1%	3%	-47%	?
16	139%[activator]	-4%	-2%	1%	-21
17	-4%	.	.	?	-3
18	1%	-14%	-1%	-4%	-1
19	-2%	?	.	.	4
20	-28%	5%	1%	-3%	4
21	-4%	26%	-1%	1%	17
22	-2%	-15%	-2%	0%	0
23	-2%	7%	7%	.	32[activator]
24	-7%	-12%	1%	-16%	-9

Next compounds:
No.	SMILES	Tb PFK block	FBPA coupling cs	PTAP TSG101 blk	Menin MLL FP TR	B2AR arrestin	BCR signal inh
25	C/C(=N/OC(=O)C1CC1c1ccccc1)c1ccccc1 (stereo unspecified)	-2%	1	1%	-4%	-0.8%	-6%
26	COC(=O)c1ccccc1NC(=O)N1CCN(Cc2ccco2)CC1	1%	0	1%	?	0.1%	3%
27	CC(=O)Nc1ccc(NC(=O)Cn2c(-c3ccc(F)cc3)cnc2SCC(=O)Nc2c(C)cccc2C)cc1	-2%	1	-1%	.	-1.2%	2%
28	CCCCN1C(=N)N([C@@H](CCC)CN2CCC[C@H]2CN2C(N)=NC[C@@H]2Cc2ccccc2)C[C@H]1[C@H](C)CC	0%	.	1%	.	0.0%	1%
29	CCOc1ccc(N2C(=O)C3C4C=CC([C@H]5CC45)[C@@H]3C2=O)cc1 (stereo partly specified)	4%	2	0%	-12%	-1.0%	4%
30	CN(C(=O)c1ccc(NC(=O)Cc2ccc(NC(=O)C3CCN(C(=O)C4CCCC4)CC3)cc2)cc1)C1CC1	1%	.	-2%	.	0.2%	-1%
31	CCC1=C(OC(=O)N(CC)CC)N2C(=O)OC(=NCC(=O)OC)[C@]2(Cc2ccccc2)[C@H]2C1=CC[C@H]1C(=O)N(CC(=O)OC)C(=O)[C@H]12	-7%	-1&2	-9%	-8%	-0.1%	9%
32	CCOC(=O)c1ccc(Nc2cc(C)nc(-c3ccccc3O)n2)cc1	7%	2	-5%	?	-0.4%	?
33	COC(=O)c1cccc(NC(=O)CCCN2C(=O)NC3(CCCC3)C2=O)c1	-4%	.	-4%	.	-0.1%	?
34	COCC(=O)N1CCC(Oc2ccc(C(=O)N3CCCCCCC3)cc2)CC1	3%	5	-2%	-2%	-0.9%	2%
35	CN1CCN(NC(=O)c2cccc(Br)c2)CC1	-7%	0	-4%	1%	0.1%	-2%
36	CCC1=C2CC[C@H]3C(=O)NC(=O)[C@H]3[C@H]2[C@@]2(Cc3ccccc3)C(=NCC(=O)OC)OC(=O)N2C1=O	-2%	2&3	-3%	-3%	-0.2%	0%

No.	S-ASM inh	Integrin act MD	GALK inhibitor	PKM2 activator	Giardia kill
25	-2%	23%	-1%	3%	-10
26	-4%	21%	-1%	6%	?
27	-1%	16%	-1%	-4%	7
28	8%	-8%	.	.	8
29	1%	1%	2%	.	8
30	-2%	-6%	.	.	28
31	2%	25%	1%	2%&2%	14
32	-27%	7%	0%	6%	-1
33	2%	-8%	.	.	5
34	1%	-41%	-2%	0%	-4
35	6%	-14%	0%	0%	-17
36	6%	12%	2%	-3%&-1%	0

Limited to FBPA coupling cs and Tb PFK block, for some of the entries so far:
item	SMILES	FBPA coupling cs	Tb PFK block
18	COc1ccc(NC(=O)CCS(=O)(=O)c2ccc(OC)cc2)cc1	-8	4%
19	CC1CCCC(NC(=O)Cn2cc([N+](=O)[O-])ccc2=O)C1C (stereo unspecified)	.	-1%
20	Nc1nonc1-n1nnc(C(=O)N/N=C/c2ccc(Cl)cc2Cl)c1CN1CCCC1	-4	-3%
